# GPR35 arrestin U2OS: GPR35 antagonists blocking zaprinast-driven arrestin recruitment, primary screen, imaging, U2OS, beta-arrestin-GFP, zaprinast agonist (AID 2058); G-protein coupled receptor 35 (Homo sapiens); U2OS GPR35 beta-arrestin-GFP translocation imaging, zaprinast antagonism; higher % means a stronger effect; one-dose inhibition, % at 10 µM; IC50 in µM for titrated hits; actives 0.052% (n = 290,000);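 active = inhibition of at least 50% with at least 30 cells and total cytoplasm GFP at most 10,000,000; inconclusive = under 30 cells or total GFP of 10,000,000 plus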
# LYP phosphatase: inhibitors of LYP phosphatase, biochemical, fluorescence intensity, uHTS (AID 1779) | Tyrosine-protein phosphatase non-receptor type 22 (Homo sapiens) | recombinant LYP phosphatase, fluorescence intensity; higher % means a stronger effect | one-dose inhibition, % at 11.5 µM; IC50 in µM for titrated hits | actives 0.054% (n = 290,000); in the data active = inhibition above about 50%;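 note: plate controls were vehicle with enzyme for no effect and no enzyme for full effect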
# NTR1 agonist: agonists of NTR1, primary screen, imaging, U2OS cells, beta-arrestin-GFP, high content (AID 493036); Neurotensin receptor type 1 (Homo sapiens), P30989; NTR1-U2OS beta-arrestin-GFP spot imaging, agonist mode; activation, % at 20 µM; actives 0.17% (n = 330,000);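 active = activation at or above 40% of the spot to cytoplasm intensity ratio, with at least 20 cells analyzed; inconclusive = wells under 20 cells, flagged as cytotoxic or low count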;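 note: 0% = DMSO without peptide and 100% = 100 nM NTR1 peptide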
# Target sequence (P30989 whole entry, looked up): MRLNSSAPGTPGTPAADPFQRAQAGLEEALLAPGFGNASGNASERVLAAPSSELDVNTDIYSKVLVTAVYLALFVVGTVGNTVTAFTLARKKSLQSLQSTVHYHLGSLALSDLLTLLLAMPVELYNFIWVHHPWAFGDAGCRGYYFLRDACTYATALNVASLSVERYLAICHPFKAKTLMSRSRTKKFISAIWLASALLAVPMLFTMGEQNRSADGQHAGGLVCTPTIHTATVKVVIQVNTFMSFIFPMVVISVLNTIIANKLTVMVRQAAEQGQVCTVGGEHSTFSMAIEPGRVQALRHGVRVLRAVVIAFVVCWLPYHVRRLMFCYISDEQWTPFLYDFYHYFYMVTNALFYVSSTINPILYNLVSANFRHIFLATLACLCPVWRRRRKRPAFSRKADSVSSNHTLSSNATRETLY
# GPR55 beta-arrestin: GPR55 agonists via beta-arrestin recruitment, primary screen, imaging, U2OS cells, beta-arrestin-GFP redistribution (AID 1961); G-protein coupled receptor 55 (Homo sapiens); U2OS GPR55 beta-arrestin-GFP redistribution imaging; higher % means a stronger effect; one-dose activation, % at 10 µM; EC50 in µM for titrated hits; actives 0.048% (n = 290,000);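 active = activation above 40% with more than 50 cells counted in the well; inconclusive = wells holding fewer than 50 cells, flagged as toxic or sparse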;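 note: U2OS osteosarcoma cells stably expressing GPR55 and beta-arrestin-GFP; plate controls were DMSO negative control for no effect and LPI positive control for full effect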
# Hep lipid drop: inhibitors of hepatocyte lipid droplet formation, primary screen, imaging, high-throughput imaging, BODIPY stain. AML12 mouse hepatocytes, oleate lipid droplets. inhibition, % at 6.5 µM. actives 0.4% (n = 240,000). AID 1656, 2009;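 active = lipid droplet intensity inhibited by at least 50%, with more than 500 cells counted; inconclusive = wells with under 300 cells, treated as cytotoxic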
#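 Assay system: AML12 mouse liver cells | Compound dosing: One dose, 6.5 µM compound | Read-out basis: Droplet intensity reduction, % inhibition | Measured by: Fluorescence imaging, 20x objective, two fields per well | Schedule: Overnight treatment with compound plus oleate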
# MgcRacGAP inhibition: MgcRacGAP GTPase-activating activity inhibitors, confirmation, biochemical, ADP Hunter fluorescence. inhibition, % at 30 µM; hits with a dose series show IC50 in µM. actives 0.6% (n = 340,000). MgcRacGAP-stimulated Rac1 GTP hydrolysis, ADP Hunter fluorescence; higher % means a stronger effect; GST-tagged Rac1 F28L mutant substrate. AID 624330, 2012. Rac GTPase-activating protein 1 (Homo sapiens);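 active = first-screen hits whose inhibition reached a set limit at any dose in the follow-up dose series; inconclusive = inhibition above the set first-screen limit but never retested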;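 note: fluorescence reports GDP produced by GAP-driven GTP hydrolysis; strong numbers were not always called active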
# SV40 large T antigen: SV40 large T antigen inhibitors, biochemical (AID 1903). actives 0.39% (n = 310,000). SV40 large T antigen ATPase/helicase inhibition assay; higher % means a stronger effect. inhibition, % at 20 µM; hits with a dose series show IC50 in µM; in the data active = a potency from the dose series; inconclusive = inhibition mostly from about 32% at the one dose, without a potency; inactive = the rest, 99 in 100 with inhibition below about 32%; note: strong numbers were not always called active
# T cell HTS: modulators of CD8 T cell-vesicle binding, primary screen, mouse 2C CD8+ T cells, flow cytometry. 2C CD8+ T cell-vesicle binding; stronger effect = lower value. calls only at 7 µM. actives 0.068% (n = 330,000). AID 2052, 2009;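 active = response, share of CD8 T cells binding vesicles, and their 90th percentile fluorescence all below set limits, cut at about 80% in these data, passing the limit was not always enough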
#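 Test system: purified 2C TCR transgenic mouse naive CD8+ T cells. Probe or stimulus: QL9-peptide-loaded Drosophila micro-vesicles bearing Ld, ICAM-1 and B7-1. Incubation: binding step 1.5 h, 37 °C, antibody labelling 20 min, ice. Measured by: flow cytometry of vesicle-bound cells.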
# GPR55 antagonists: GPR55 antagonists blocking LPI-driven arrestin recruitment, primary screen, imaging, U2OS, beta-arrestin-GFP, LPI agonist (AID 2013); G-protein coupled receptor 55 (Homo sapiens); U2OS GPR55 beta-arrestin-GFP translocation imaging, LPI antagonism; higher % means a stronger effect; one-dose inhibition, % at 10 µM; IC50 in µM for titrated hits; actives 0.13% (n = 290,000);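 active = spots per cell inhibited over 60%, with over 100 cells counted and total cytoplasm intensity under 500,000; inconclusive = wells with under 100 cells, flagged as likely toxic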;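 note: U2OS cells stably carrying GPR55 and arrestin-GFP stimulated by 5 µM LPI near EC80; imaged beta-arrestin-GFP aggregate spots per cell after agonist stimulation; plate controls were LPI-stimulated DMSO wells for no effect and DMSO wells without LPI for full effect; some results filed as inactive read as strong as hits; confirmed hits need IC50 under 10 µM and bright autofluorescent wells are also inconclusive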
# Hep lipid drop cells 6.5 µM: recorded beside Hep lipid drop, whose call it bears; cell count; measured here: cell count, cytotoxicity flag;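 cells counted across two imaged fields per well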
# T cell HTS vesicle-bound %: second read-out of T cell HTS, no call of its own (marks repeat the call); double positive events, %; measured here: CD8+ vesicle-bound cell fraction;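 binding gate set so that unloaded-vesicle control wells show 10% double positive cells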
# NTR1 agonist cell count 20 µM: further read-out of NTR1 agonist, marked with its call; cell count; measured here: cell count, cytotoxicity flag
# Numbers without * were called inactive; i = inactive; ? = inconclusive; . = no result given.
SMILES,GPR35 arrestin U2OS,LYP phosphatase,NTR1 agonist,NTR1 agonist cell count 20 µM,GPR55 beta-arrestin,Hep lipid drop,Hep lipid drop cells 6.5 µM,MgcRacGAP inhibition,SV40 large T antigen,T cell HTS,T cell HTS vesicle-bound %,GPR55 antagonists
COc1ccc2cc(S(=O)(=O)N3CCCCC3)ccc2c1S(=O)(=O)N1CCCCC1,5.4%,-1.6%,2.5,55,-0.1%,-6.9,724,10.9%,16.2%,i,39.7,10.3%
CCCOc1ccccc1C1CC(=O)Nc2cc3c(cc21)OCCO3 (centres undefined),-20.4%,-4.9%,5.5,51,-0.1%,0.5,719,12.3%,3.3%,i,57.0,-26.4%
Nc1nn2cc(-c3ccc(Br)cc3)nc2c2ccccc12,9.3%,-15.0%,14.5,82,-0.2%,5.8,701,16.6%,12.4%,i,21.5,-0.4%
CC1CCCCC1NC(=O)CSc1nnc(CN2CCOCC2)n1C (centres undefined),1.6%,-4.1%,0.2,57,0.2%,19.8,722,5.5%,-4.8%,i,56.1,7.5%
C/C(=N/Nc1nc(C)cc(C)n1)c1ccc(Br)cc1,15.0%,-5.4%,1.1,68,-0.2%,3.4,775,4.5%,8.5%,i,54.1,-1.6%
COC1CCCN(Cc2c(C(=O)N3CCN(C4CCCCC4)CC3)nc3ccccn23)C1 (centres undefined),8.6%,-7.8%,1.6,60,-0.1%,3.6,867,6.9%,21.8%,i,39.7,20.4%
COc1cccc(NC(=O)CN(C)C(=O)CC2CC3CCC2C3)c1 (centres undefined),.,.,0.9,51,.,.,.,1.9%,13.9%,i,24.8,.
O=S(=O)(c1ccc(NC(=S)NC2CCCC2)cc1)N1CCCC1,0.7%,6.8%,1.3,28,-0.1%,-20.0,637,3.0%,10.5%,i,30.5,-1.4%
COc1ccc(NC(=O)CSc2nnc(CCC(=O)O)c(=O)n2N)cc1,-1.0%,-0.1%,-1.6,89,-0.3%,8.5,671,6.8%,25.4%,i,61.1,9.7%
O=C(NCc1ccncc1)c1cc(C(=O)C2CC2)c[nH]1,-15.6%,-6.5%,-0.1,30,0.5%,-1.0,697,1.8%,4.0%,i,4.0,7.8%
CCOc1cc(C(=O)Nc2cc(C)ccc2OC)ccc1OCC(=O)N1CCCCC1,-1.6%,0.3%,3.3,52,-0.3%,-0.5,692,-5.4%,11.8%,i,43.7,10.2%
COc1ccc2c(c1)CCc1cn3ncc(C#N)c3nc1-2,-4.0%,-15.0%,-0.2,39,-0.2%,7.2,754,2.6%,-3.9%,i,53.6,1.0%
Cc1ccc(-c2[nH]ncc2/C=N/n2c(COc3ccccc3)nc3ccccc3c2=O)cc1,-8.7%,6.4%,12.3,31,-0.2%,13.1,635,2.0%,16.3%,i,47.5,3.2%
COc1ccc(S(=O)(=O)N2CCC(C(=O)NC3(C)CCS(=O)(=O)C3)CC2)cc1OC (centres undefined),.,.,0.0,64,.,.,.,3.9%,2.7%,i,57.1,.
CCc1ccc(OC)c(-c2csc(N)n2)c1,-2.5%,-7.4%,4.8,61,0.1%,-1.3,675,7.9%,20.8%,i,49.9,14.7%
CCCCN(CC)C(=O)Cc1ccccc1OC,15.7%,-3.8%,1.0,27,0.6%,.,.,3.1%,7.2%,i,22.5,13.0%
Cc1sc2nc(SCC(=O)NCCCO)n(-c3ccccc3)c(=O)c2c1C,-3.4%,-9.5%,0.7,56,-0.1%,.,.,10.0%,2.8%,i,63.6,13.8%
COc1ccc(Cl)cc1-c1nc(SCC(=O)NC(C)C)n[nH]1,-4.4%,-10.2%,-1.6,42,-0.4%,3.5,674,-0.4%,12.9%,i,53.1,6.5%
COc1ccc(OCC(=O)NNC(=O)c2ccc3c(=O)n4c(nc3c2)CCC4)cc1,4.4%,-7.2%,1.1,50,?,0.0,760,8.7%,5.9%,i,13.4,20.9%
CCOC(=O)c1ccc(Nc2nc(N)c3cc(OC)c(OC)cc3n2)cc1,1.8%,-29.5%,-0.3,90,-0.1%,-18.4,797,14.8%,3.7%,i,45.1,11.4%
CCOC(=O)C1=C(CC)Nc2ccccc2N=C1NC(=O)c1cccc(S(=O)(=O)N2CCCC2)c1,6.2%,4.0%,-3.8,39,-0.2%,.,.,2.2%,23.6%,i,39.0,4.9%
COc1ccc(-c2cc(C(=O)N(C)Cc3ccc(F)cc3)c3ccccc3n2)cc1OC,-10.0%,-12.8%,2.4,49,-0.1%,-17.4,671,9.1%,24.5%,i,23.8,-10.0%
CC1=C(C(N)=O)C(c2ccc(F)cc2)n2nc(CCCO)nc2N1 (centres undefined),6.1%,-8.6%,2.4,65,0.0%,2.7,855,4.7%,9.2%,i,23.8,-20.0%
Cc1ccc(C)c(CSC2=NCCN2C(=O)Cc2ccc([N+](=O)[O-])cc2)c1,3.7%,-0.9%,0.2,53,0.2%,-1.2,638,2.7%,20.0%,i,45.6,2.5%
CCOc1ccc(NC(=O)c2ccccc2-c2ccccc2C(=O)O)cc1,.,.,0.0,46,.,.,.,4.3%,-1.4%,i,38.6,.
CCCNS(=O)(=O)c1cc(CN2C(=O)c3cccnc3C2=O)ccc1OC,-9.1%,4.0%,0.8,83,-0.1%,4.0,815,3.0%,7.9%,i,64.4,-0.3%
Cc1ccc(S(=O)(=O)c2nc(NCCN(C)C)sc2Cl)cc1,-12.2%,-8.0%,-2.3,78,0.3%,.,.,2.4%,11.9%,i,28.9,5.6%
CC(NC(=O)CSC1=NCCS1)c1ccccc1 (centres undefined),-7.0%,-5.3%,-0.3,74,-0.2%,-5.9,724,5.7%,-2.6%,i,7.3,1.3%
Cc1cc(C)c2c(N)c(C(=O)Nc3ccc([N+](=O)[O-])cc3)sc2n1,3.8%,-6.7%,0.6,38,0.0%,3.0,811,7.4%,21.5%,i,21.6,1.9%
FC(F)(F)c1nc(SCc2ccc(Cl)cc2Cl)n[nH]1,18.5%,-6.7%,0.6,59,0.1%,-16.2,559,9.0%,3.6%,i,10.2,3.6%
COc1ccc(/C=N/NC(=S)Nc2cc(S(=O)(=O)N3CCOCC3)ccc2N2CCOCC2)cc1O,-10.3%,9.0%,-0.8,55,-0.3%,12.6,664,?,35.9%,i,46.0,10.7%
COc1ccc(C(C(=O)NC2CCCC2)N(C(=O)c2snc(C(N)=O)c2N)c2cccc(O)c2)cc1 (centres undefined),-0.2%,-7.0%,3.4,51,0.6%,0.7,847,5.3%,6.8%,i,20.8,6.1%
OCCNCc1ccc(OC2CCCC2)cc1,2.7%,-7.1%,0.7,53,-0.1%,8.5,690,10.0%,-3.3%,i,50.5,8.3%
O=S(=O)(c1cccs1)N1CCN(Cc2cccc(F)c2)CC1,-0.9%,-3.5%,0.2,63,-0.2%,-11.7,801,1.2%,10.3%,i,8.0,-2.6%
Cc1cc(C)cc(NC(=O)C2(c3cccs3)CCOCC2)c1,-4.8%,-3.3%,0.7,70,0.8%,-102.3,632,3.3%,15.3%,i,6.4,8.6%
NC(=O)c1ccccc1NC(=O)Cc1cccs1,-5.6%,0.2%,-0.7,50,0.5%,-19.7,811,13.4%,5.9%,i,56.6,8.9%
COc1ccc2oc(C(=O)OCC(=O)Nc3ccc(NC(C)=O)cc3)c(C)c2c1,.,.,-0.3,61,.,.,.,4.7%,12.2%,i,44.8,.
COc1ccc(C(=O)Nc2ccc(S(=O)(=O)Nc3onc(C)c3C)cc2)cc1,-3.9%,-0.4%,-0.6,53,0.4%,0.7,670,5.9%,20.4%,i,23.8,6.7%
CCCCn1nc(NC(=O)COC)c2cc3ccc(C)cc3nc21,-7.9%,-4.7%,2.0,74,0.0%,7.9,406,-3.8%,12.1%,i,62.5,4.6%
COc1ccc(N2CCN(C(=O)CN=C3NS(=O)(=O)C(c4ccc(C)cc4)=C3C)CC2)cc1,-8.3%,1.1%,0.8,70,0.1%,11.7,704,15.7%,6.6%,i,57.4,3.2%
O=C(CN1C(=O)c2ccccc2C1=O)Nc1nccs1,0.8%,-3.8%,-1.2,48,-0.3%,15.1,705,-3.4%,10.6%,i,60.2,-3.0%
O=C1OC(c2ccccc2)=C/C1=C/N1CCOCC1,2.2%,1.6%,0.4,37,0.1%,37.0,680,3.1%,14.8%,i,31.3,1.0%
Cc1cccnc1NC(=O)C(c1ccccc1)c1ccccc1,-4.7%,-9.5%,-0.3,65,-0.2%,-14.3,770,2.2%,14.6%,i,42.1,-1.1%
C/C(=N\NC(=O)C1CC1c1ccccc1)c1cccc([N+](=O)[O-])c1 (centres undefined),-5.3%,4.1%,1.6,45,0.2%,.,.,11.5%,2.8%,i,51.4,0.5%
CC(C)(C)NC(=O)Cn1c(=O)n(CC(=O)NC(C)(C)C)c2ccccc21,13.9%,-6.2%,-0.2,45,-0.1%,-1.0,644,3.6%,3.3%,i,52.4,-7.9%
O=C(CSc1nc(=O)[nH]c2c1CCCC2)Nc1cc(C(F)(F)F)cc(C(F)(F)F)c1,.,.,15.0,57,.,.,.,8.7%,21.6%,i,49.2,.

# From PubChem
